# ABHD5-PLIN5 inh = inhibitors of human ABHD5-perilipin-5 interaction; Split G. princeps luciferase complementation, luminescence, 4 h; inhibition, % at 4 µM; Q00G26+Q8WTS1; hit rate 0.78% among 360,000;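 active means inhibition above the mean inhibition across every tested compound plus 3 SD, cut at about 22% in these data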;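 further: 0% = DMSO only wells and the 100% control is not disclosed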
# N-glyco inh = N-linked glycosylation inhibition; D54 ERlucT glycosylation luciferase reporter, 24 h; percent of 100 nM tunicamycin response; reporter increase, % at 12.5 µM; hit rate 0.23% among 360,000;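 active means mean luciferase reporter signal, scaled so untreated is 0 and the glycosylation-blocking control 100, at or above a set limit in every replicate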;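 further: luciferase carries N-glycosylation sites so blocking glycosylation raises the light; 0% = median of neutral control wells and 100% = median of 100 nM tunicamycin wells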
# PDI inh = inhibitors of human protein disulfide isomerase; hit rate 0.052% among 350,000; P07237; AID 588391; PDI insulin aggregation turbidity, A650, 90 min; inhibition, % at 10 µM;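 active means mean inhibition across replicates of 30% or more, whatever share of single replicates reach that level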;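 further: absorbance from insulin aggregation driven by PDI reduction with DTT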
# Target sequence (P07237 whole entry, looked up): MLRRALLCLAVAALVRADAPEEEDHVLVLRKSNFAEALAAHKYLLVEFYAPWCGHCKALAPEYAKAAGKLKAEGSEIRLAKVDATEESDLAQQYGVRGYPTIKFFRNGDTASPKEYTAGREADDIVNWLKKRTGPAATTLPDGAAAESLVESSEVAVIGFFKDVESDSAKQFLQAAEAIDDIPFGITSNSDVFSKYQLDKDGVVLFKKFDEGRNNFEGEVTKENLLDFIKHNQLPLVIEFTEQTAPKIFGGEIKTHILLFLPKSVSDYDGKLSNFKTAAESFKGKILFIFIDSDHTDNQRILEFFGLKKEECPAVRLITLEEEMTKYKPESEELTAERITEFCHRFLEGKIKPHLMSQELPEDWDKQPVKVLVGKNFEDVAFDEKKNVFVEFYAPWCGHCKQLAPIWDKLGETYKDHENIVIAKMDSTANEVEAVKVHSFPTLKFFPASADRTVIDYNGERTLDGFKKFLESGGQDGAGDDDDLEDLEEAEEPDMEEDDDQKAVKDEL
# ABCB6 inh 2 = human ABCB6 transporter inhibition | Q9NP58 | K562-ABCB6 porphyrin accumulation, flow cytometry, 1 h; stronger effect = lower value | fluorescence ratio to DMSO, % at 10 µM | hit rate 0.19% among 360,000 | AID 602162;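 active means fluorescence ratio to DMSO below 75%, the collection mean minus 3 SD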;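 further: signal is porphyrin accumulated inside mitochondria; 100% equals median channel fluorescence of DMSO control wells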
# Cardio protect = modulators protecting cardiomyocytes from myocardial damage; H9c2 cardiomyocytes, H2O2 injury protection, ATPLite, 2 h; protection from H2O2 cell death, % at 20 µM; AID 588492; hit rate 0.63% among 360,000;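 active means compounds giving at least 50% protection of heart cells from peroxide-induced death in the single-dose screen, raw or plate-pattern-corrected value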;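 further: 0% = DMSO wells with peroxide and 100% = DMSO wells without peroxide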
# CaV13 FRET inh = Primary screen for inhibitors of IQ motif and Ca2+-dependent inactivation inhibitor domain binding in CACNA1D, Förster resonance energy transfer in living cells, …; HEK cells, CFP/YFP FRET ICDI-IQ, plate reader, 10 min; percent FRET-ratio fall versus neutral wells; inhibition, % at 12.3 µM; hit rate 0.098% among 340,000; AID 743397;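 active means mean replicate inhibition of at least 30% and at least 1% of replicates passing that level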;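 further: 0% = median of the neutral control wells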
# Exocytosis inh = lytic granule exocytosis inhibition | hit rate 0.66% among 360,000 | AID 651702 | TALL-104 LAMP-1 surface exposure, flow cytometry; cells stimulated with thapsigargin and PMA | inhibition, % at 10 µM;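 active means inhibition above about 55%, limit read from the data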
# MC4R ag barr = activates human MC4R beta-arrestin recruitment | hit rate 0.98% among 360,000 | activation, % at 8.9 µM | U2OS MC4R beta-arrestin complementation, luminescence; percent of melanotan II response, DMSO zero | P32245;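 active means activation above a per-plate cutoff, the mean activation of sample wells on that plate plus 3 SD, cut at about 8% in these data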
# Target sequence (P32245 whole entry, looked up): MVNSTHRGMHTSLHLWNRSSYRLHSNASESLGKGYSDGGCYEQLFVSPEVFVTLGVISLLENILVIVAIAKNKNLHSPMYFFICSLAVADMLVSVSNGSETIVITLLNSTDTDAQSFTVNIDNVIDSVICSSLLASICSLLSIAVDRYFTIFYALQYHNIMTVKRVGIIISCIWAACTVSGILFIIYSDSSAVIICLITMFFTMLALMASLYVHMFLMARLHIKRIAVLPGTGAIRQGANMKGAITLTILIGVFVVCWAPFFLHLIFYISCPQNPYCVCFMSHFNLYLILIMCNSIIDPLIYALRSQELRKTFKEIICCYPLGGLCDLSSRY
# MC4R antag cAMP = human MC4R antagonism in cAMP assay; inhibition, % at 6.5 µM; MC4R-expressing cells, MTII-stimulated cAMP, LANCE TR-FRET; hit rate 0.48% among 360,000; P32245;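 active means inhibition above its plate's cutoff, the mean of tested wells on that plate plus 3 SD, cut at about 29% in these data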;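 further: 0% = Melanotan II alone and 100% = Melanotan II plus saturating MCL0020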
#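 material = U2OS cells stably expressing human melanocortin 4 receptor (MC4R) | also added = Melanotan II challenge | dosing = single nominal compound dose of 6.5 µM | detection = TR-FRET with Eu-cAMP and labeled anti-cAMP, 671 nm | replication = singlicate | timing = compound 30 min, challenge 1 h, detection 1 h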
# m5-HT2A agonist = agonists of mouse serotonin 5-HT2A receptor (HTR2A); CHO-K1 mHTR2A beta-arrestin complementation, luminescence; percent of 30 µM serotonin response; activation, % at 7.6 µM; hit rate 0.66% among 360,000;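 active means activation above a run cutoff, the mean activation of all tested compounds plus 3 SD, cut at about 14% in these data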;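 further: 0% = plate median of compound wells and 100% = 30 µM serotonin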
# The depositor's hits bear a star; . = not tested or not shown. Not a hit list; 4.2% or so of the library scored in one or more.
# Results follow in this order: CaV13 FRET inh	ABHD5-PLIN5 inh	Exocytosis inh	Cardio protect	N-glyco inh	MC4R ag barr	MC4R antag cAMP	ABCB6 inh 2	m5-HT2A agonist	PDI inh
- C[C@H]1CN([C@@H](C)CO)C(=O)Cc2cc(NC(=O)Cc3cn(C)c4ccccc34)ccc2O[C@@H]1CN(C)S(=O)(=O)c1cn(C)cn1
→ -3	4	0	2	1	-0.2	10	99	5	15
- COC(=O)COc1ccc2occ(C(C)=O)c2c1
→ -8	-2	-1	7	3	-1.2	3	105	0	-4
- COc1cc(NC(=O)CCN2CCN(C/C=C/c3ccccc3)CC2)cc(OC)c1
→ -6	-2	7	-3	5	-2.4	5	88	-11	-3
- COC(=O)Nc1sc2c(c1C(=O)NC1CC1)CCCCCC2
→ .	-11	-1	2	0	-1.4	-1	106	4	3
- Cc1cc(C)c(S(=O)(=O)N/N=C/c2ccc3c(c2)OCO3)c(C)c1
→ .	2	-4	6	-2	3.7	22	107	-5	18
- Cc1ccc2oc(C(=O)N3CCN(Cc4nccn4C)CC3)c(C)c2c1
→ -3	2	4	-3	0	-1.3	-6	96	-2	0
- CS(=O)(=O)Nc1ccc(C(=O)N2CC(=O)Nc3ccccc32)cc1
→ -21	0	1	0	1	1.7	9	96	-1	6
- O=C(COc1ccc(S(=O)(=O)N2CCOCC2)cc1)Nc1ccccc1C(F)(F)F
→ -5	2	-2	-3	0	-0.1	-3	87	0	7
- COC(=O)c1c(-c2c(Cl)cccc2Cl)noc1C(=O)NN
→ 9	0	-4	1	0	-3.4	3	98	-6	2
- CCCC(=O)Nc1nc2c(s1)COc1ccccc1-2
→ -5	3	0	-6	1	-0.3	1	104	2	.
- O=C(O)c1ccccc1C(=O)Nc1nc(-c2ccc3ccccc3c2)cs1
→ -4	2	-2	-2	2	0.3	1	99	8	-5
- CCOC(=O)C1CCCN(C(=O)CNC(=O)c2nn(-c3ccc(OC)c(Cl)c3)c(=O)c3ccccc23)C1 (configuration not stated)
→ -4	-2	18	18	-3	0.4	2	100	2	-10
- O=[N+]([O-])c1ccc(S(=O)(=O)Nc2cccc(-c3ccc(N4CCOCC4)nn3)c2)cc1
→ .	2	0	-12	1	-2.2	5	91	7	4
- CN(C(=O)Cc1c(C(=O)O)n(C)c2ccccc12)c1cccc(C(F)(F)F)c1
→ -4	-3	-3	0	0	1.1	13	101	5	3
- CCN(CC)c1ccc(/C=N\N2CCN(Cc3ccc(C)cc3)CC2)cc1
→ -5	-9	-1	-10	2	-1.4	18	102	-2	9
- Cn1c(N)c(C(=O)COC(=O)C2(c3cccc(F)c3)CCCC2)c(=O)n(C)c1=O
→ .	-1	6	41	-3	4.8	8	104	1	-2
- O=C(Nc1cccs1)N1CCN(c2ncccn2)CC1
→ -19	-6	-3	0	0	-1.9	8	102	0	13
- Cc1nc(C(=O)N2CCOCC2)sc1C1(C)CC(c2ccccc2)=NO1 (configuration not stated)
→ -11	-4	-4	-3	2	0.4	-4	93	-2	6
- CC[C@@H]1CC2=C(C(=O)OC(C)(C)O2)[C@H](c2ccc(F)cc2)O1
→ -5	-3	3	2	1	.	.	98	-4	.
- CCOC(=O)C(C)Sc1nc(-c2ccccn2)ncc1OC (configuration not stated)
→ -6	4	3	-5	-2	-0.2	4	85	2	1
- CC1CCc2c(sc(Nc3nc4c(F)cccc4s3)c2C(N)=O)C1 (configuration not stated)
→ 2	3	85*	-9	2	-1.2	8	92	19*	0
- C/C(=N/NC(=O)CC(=O)N/N=C(\C)c1ccc([N+](=O)[O-])cc1)c1ccc([N+](=O)[O-])cc1
→ -9	-5	-6	-10	1	-0.2	13	96	1	3
- CCCCCCC(=O)Nc1ccc(C(=O)N/N=C/c2cccnc2)cc1
→ -5	-4	-1	22	-1	-0.5	8	94	-5	3
- O=C(NCCO)C(=O)NCC1CCCN1S(=O)(=O)c1cccs1 (configuration not stated)
→ -15	3	11	3	1	-5.0	-3	96	3	-6
- CCSc1nnc(NC(=O)CCC2CCCCC2)s1
→ -5	7	-3	-4	-2	1.4	4	104	6	12
- COc1cc(OC)cc(C(=O)N2CCN(Cc3ccccc3C(F)(F)F)CC2)c1
→ -5	7	-1	2	4	-1.1	8	102	1	1
- CN(Cc1cccs1)C(=O)c1cccc(S(=O)(=O)N2CCCCCC2)c1
→ -6	-3	1	-8	-1	0.1	4	97	1	-3
- CC1CCc2nc3sc4c(c3c(N)c2C1)CCCC4 (configuration not stated)
→ -4	-4	0	-16	2	-0.7	-4	92	0	11
- CC(=O)c1ccc(N2CCN(C(=O)C3CCC3)CC2)cc1
→ -8	2	2	-3	-1	-1.1	-5	100	0	-3
- COc1ccccc1NS(=O)(=O)c1cccc(C(=O)NNC(=O)C(NC(N)=O)C(C)C)c1 (configuration not stated)
→ -15	4	-5	-3	1	0.0	3	102	3	6
- Cc1ccsc1/C=N/NC(=O)c1ccccn1
→ -4	-7	-2	-2	-5	-1.3	7	94	-1	3
- CCOc1ccc(NS(=O)(=O)c2ccc(C(=O)N(C)Cc3cccc(OC)c3OC)cc2)cc1
→ -6	-7	1	-17	-2	-3.0	-2	95	-1	0
- CCC(C)(C)NC(=O)CN(C(=O)CCC(=O)Nc1nccs1)c1ccc2c(c1)OCCO2
→ -6	-4	0	3	0	-1.0	-2	93	-1	2
- O=C(COc1ccccc1)Nc1ccccc1C(=O)NCc1ccco1
→ -4	5	-1	2	1	-2.4	9	99	-7	-11
- CCCCCOc1ccc(N2C(=O)C3C4C=CC(C3C2=O)N(C)C4=O)cc1 (configuration not stated)
→ -5	-3	0	-2	1	-1.4	3	81	6	4
- CCn1ccc(C(=O)NC2C(=O)N3C(C(=O)O)=C(C)CSC23)n1 (configuration not stated)
→ -4	-7	-1	5	1	2.1	17	99	3	-1
- COc1ccc(CCC(=O)NC(C)C2CCCO2)cc1 (configuration not stated)
→ 5	-8	5	9	2	0.3	3	102	1	3
- C=CC[C@@H](CC(=O)N[C@@H](CO)Cc1ccccc1)C(=O)N[C@H](COC(=O)[C@@H](CC=C)Cc1ccc(F)cc1)Cc1c[nH]c2ccccc12
→ -4	-5	-6	0	-1	3.3	22	92	-2	18
- CC(C)(C)NC(=O)CN(C(=O)CS(=O)CC(=O)Nc1ccc(F)cc1)c1ccccc1 (configuration not stated)
→ -9	0	-1	5	1	-0.6	-1	104	0	-1
- COc1ccc(-c2cc3c(=O)n(CC(=O)NCCN4CCCC4)nc(C)n3n2)cc1
→ -15	6	0	1	-3	-4.7	-3	95	4	2
- COC(=O)c1ccc(NC(=O)COC(=O)CCC2CCCC2)cc1
→ -2	4	-2	-4	2	0.7	-5	100	4	0
- O=c1[nH]c(=O)n([C@H]2C[C@H](O)[C@@H](CO)O2)cc1I
→ -5	5	-1	3	55*	-1.3	6	90	3	-10
- CCn1c2ccccc2c2nnc(SCC(=O)NC(CC(C)C)C(=O)OC)nc21 (configuration not stated)
→ -4	-3	0	11	0	-2.5	-3	99	-2	4
- CC1CCN(CCCNC(=O)CN2CCN(Cc3ccc(Cl)cc3)C2=O)CC1
→ -7	5	-1	-12	-2	-0.8	0	91	0	8
- Cc1nc(-c2cccc(S(=O)(=O)N3CCCCCC3)c2)cs1
→ -6	-2	-2	-7	-4	-1.0	1	96	-3	-4
- COc1ccc(-c2cc(C(=O)Nc3c(C)nn(Cc4ccc(Cl)cc4)c3C)no2)cc1
→ -3	2	-1	-10	14	2.7	6	101	4	5
- COc1ccc(C/C(N)=N/OC(=O)CCc2ccccc2)cc1
→ -2	-10	-2	-8	2	-1.4	22	96	-5	-4
- Cc1cc(C)c2c(CN3CCN(Cc4ccc5c(c4)OCO5)CC3)cc(=O)oc2c1C
→ -1	3	0	-17	0	1.6	-3	98	-6	-5
- CN(C)C(=O)c1cc(C(=O)c2ccc(F)cc2F)c[nH]1
→ -4	2	21	-1	-4	0.2	-2	100	4	-2
- Cn1c(=O)[nH]c(=O)c2c1nc(NCCCO)n2CCCc1ccccc1
→ -11	4	-5	0	5	-0.8	1	96	-2	-2

# Following part
# Results follow in this order: CaV13 FRET inh	ABHD5-PLIN5 inh	Exocytosis inh	Cardio protect	N-glyco inh	MC4R ag barr	MC4R antag cAMP	ABCB6 inh 2	m5-HT2A agonist	PDI inh
- CC(C)(O)[C@@H]1CC(=O)[C@]2(C)[C@H](CC[C@@]3(C)[C@H](c4ccoc4)OC(=O)[C@H]4O[C@]432)[C@@]1(C)/C=C\C(=O)O
→ -9	1	24	11	1	-0.2	0	94	-1	-6
- CN1CCN(CCC(=O)Nc2ccc3c(c2)OCO3)CC1
→ -4	4	2	-2	2	-1.9	8	95	2	-3
- Cc1ccc(C(=O)OCC(=O)N2c3ccccc3NC(=O)C2(C)C)cc1S(=O)(=O)N1CCCCC1
→ -3	-6	9	7	-7	-0.5	15	94	2	-1
- Cc1ccc(Cn2nc(C)c(NC(=O)c3cc(-c4ccco4)on3)c2C)cc1
→ -9	2	-1	2	-3	-1.3	2	95	-1	2
- CN(Cc1ccccc1)C(=O)CCn1c(=O)c2cccn2c2cccnc21
→ -3	-6	-3	4	-1	-1.6	-9	103	1	16
- O=C(N/N=C/c1c[nH]c2ccccc12)C1CC(=O)N(c2ccccc2)C1 (configuration not stated)
→ 6	0	-2	-1	6	-1.5	-12	99	-4	29
- Clc1ccccc1Cn1nnc2c(Nc3ccccc3)ncnc21
→ -4	1	4	-6	-2	1.0	8	100	1	0
- CCC(CO)Oc1cc(NC(=O)c2ccccc2N)c2ncn(C(C)C)c2c1 (configuration not stated)
→ -12	4	-2	6	4	-1.1	4	95	2	-2
- CCNC(=S)NNC(=O)c1csc2c1CCCC2
→ -6	-1	0	4	0	1.9	-2	99	-11	1
- O=C(NCc1ccccn1)C1CC(c2ccc(Cl)c(Cl)c2)=NO1 (configuration not stated)
→ -5	9	0	-25	4	-0.3	0	103	2	-13
- C=CCNC(=O)C1CCN(S(=O)(=O)c2cccs2)CC1
→ -5	1	1	-1	1	-0.4	6	100	2	-10
- CC(C)CNS(=O)(=O)c1ccc(NC(=O)Cn2nc(-c3ccc(F)cc3)ccc2=O)cc1
→ -4	5	-6	-6	-1	-1.4	9	99	-4	-3
- COc1cccc(/C=N/n2c(C)nc3ccccc3c2=O)c1O
→ .	0	-3	2	0	-1.5	2	99	8	-1
- N#CN(CC(N)=O)c1nc(N2CCCCC2)nc(N2CCCCC2)n1
→ 0	7	0	1	2	-1.4	3	86	-2	1
- O=C(Cn1nc(-c2ccccc2)ccc1=O)N1CCOCC1
→ -7	3	3	-1	3	-1.5	-2	97	2	-4

# Complete entries, looked up by structure:
# Shown for `COc1cccc(/C=N/n2c(C)nc3ccccc3c2=O)c1O` → CaV13 FRET inh = .; ABHD5-PLIN5 inh = 0; Exocytosis inh = -3; Cardio protect = 2; N-glyco inh = 0; MC4R ag barr = -1.5; MC4R antag cAMP = 2; ABCB6 inh 2 = 99; m5-HT2A agonist = 8; PDI inh = -1
# Shown for `N#CN(CC(N)=O)c1nc(N2CCCCC2)nc(N2CCCCC2)n1` → CaV13 FRET inh = 0; ABHD5-PLIN5 inh = 7; Exocytosis inh = 0; Cardio protect = 1; N-glyco inh = 2; MC4R ag barr = -1.4; MC4R antag cAMP = 3; ABCB6 inh 2 = 86; m5-HT2A agonist = -2; PDI inh = 1

# Assay outcomes deposited in PubChem by several laboratories.
